Assay outcomes (PubChem BioAssay)
EPAC2 ag: EPAC2 (human) agonism; Potency, µM (highest dose often 154 µM), inactives show top-dose activation, hits mostly activators; actives 0.079% (n = 360,000); EPAC2 activation, biochemical qHTS; response scale: 100% = 6.5 mM cAMP response; Q8WZA2; also: potency is read from the fitted curve at half-maximal effect; nearly all actives have a fitted effect of over 50% in size
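Nucleotide exchange monitored as fluorescence drop when BODIPY-GDP leaves Rap1B. Reaction: 100 nM EPAC2, 250 nM RAP1B-BODIPY-GDP, 50 uM GDP, room temperature, kinetic read over 30 min. Activity expressed relative to 6.5 mM cAMP.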
EPAC1 ag: EPAC1 (human) agonism; EPAC1 agonist qHTS, biochemical assay; response scale: 100% = response to 6.5 mM cAMP; Potency, µM (titrated, usually from 154 µM), without a hit: at the top dose activation, usual class: activators; actives 0.073% (n = 360,000); AID 720707; also: potency is read from the fitted curve at half-maximal effect; nearly all actives have a fitted effect of over 60% in size
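Multi-concentration qHTS readout: loss of Rap1B-bound BODIPY-GDP fluorescence driven by 100 nM EPAC1 with excess GDP (50 uM), monitored kinetically at room temperature; agonist response expressed relative to 6.5 mM cAMP.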
PLK1 PBD block: inhibitors of human PLK1 polo-box domain binding; Plk1 PBD binding of FITC phosphopeptide, fluorescence polarization; Potency, µM, without a hit: max response, negative = inhibition, most hits filed as inhibitors; actives 2.8% (n = 360,000); P53350; AID 720504; also: potency is read from the fitted curve at half-maximal effect; series mostly up to about 57 µM; % is scaled to controls: 0 for no effect and ±100 for the full control effect; nearly all actives have a fitted effect of over 65% in size
IL-2 act: activates IL-2 in a cell-based reporter assay. IL-2 activation reporter assay, cell-based qHTS; stimulated with anti-CD3/CD4/CD28 beads; in transgenic mouse T cells. activation, % (series mostly up to about 46 µM). actives 0.065% (n = 360,000). AID 652025; in the data active = activation above about 50%; inconclusive = mostly about 30% to 49%; also: 0% is about no effect
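Quantitative HTS in unstimulated transgenic mouse T cells, with memory T cells as non-tolerant control and PMA/ionomycin as tolerance-bypass control. Compound pretreatment lasted 60 minutes before 18 h bead stimulation; EGFP/DsRed fluorescence read.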
PI5P4Ka inh: blocks human PI5P4K alpha kinase activity; actives 1.2% (n = 330,000); max response, %; P48426; PI5P4Kalpha enzyme, ADP-Glo luminescence, 60 min; hits give low values; active = max response of -50% or lower; inconclusive = between -30% and -50%; inactive = -30% or higher; also: value at the top dose of about 77 µM; % is scaled to controls: 0 for no effect and ±100 for the full control effect
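Quantitative HTS of the MLSMR library against PI5P4Kalpha with substrate. ATP added last at 5 microM final; room temperature, 60 minutes. Remaining ATP depleted, ADP converted and read as luminescence.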
EPAC1 antagonist: blocks human EPAC1 exchange factor | O95398 | EPAC1 GEF assay, Rap1b-BODIPY-GDP exchange fluorescence | Potency, µM (top dose mostly 115 µM), for inactives: at the highest dose activity change, negative = inhibition, hits mostly inhibitors | actives 0.14% (n = 360,000) | AID 720709;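 also: potency is read from the fitted curve at half-maximal effect; plate controls were vehicle for no effect and positive control for full effect; nearly all actives have a fitted effect of over 50% in size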
CCT modulator: cytosolic chaperonin activity modulation; purified chaperonin ATPase assay, HTRF ADP detection, 30 min; activity change, % (test concentration not listed), hits read low; actives 0.3% (n = 360,000); in the data active = activity change below about -30%; also: % is scaled to controls: 0 for no effect and ±100 for the full control effect
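Enzyme 40 or 20 nM (batch-dependent) in Tris pH 7.4/KCl/MgCl2/DTT; cpd 76 uM single point; ATP 10 uM; 30 min 37 °C; Transcreener ADP HTRF detection, 30 min RT; ratio 665/615.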
WRN inhibitor: blocks human WRN helicase | Q14191 | WRN helicase unwinding, fluorescent forked duplex, kinetic | Potency, µM (doses to about 114 µM), for the others: at the top dose activity change, negative = inhibition, most hits filed as inhibitors | actives 0.46% (n = 360,000) | AID 651768; also: potency is read from the fitted curve at half-maximal effect; % is scaled to controls: 0 for no effect and ±100 for the full control effect; nearly all actives have a fitted effect of over 55% in size
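Enzyme (20 nM final) and test compound sit together 15 min at room temperature before substrate addition. Substrate is a single-forked duplex oligonucleotide (100 nM) labelled with fluorophore and quencher, with 2 mM ATP; helicase unwinding raises red fluorescence, read kinetically.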
An asterisk follows results filed as active; ? = inconclusive; / = no result given; [ ] = dose if it differs, or a comment. Unless noted, calls follow the shape of the dose curve; as a rule, active = well fitted curve in the direction sought with a large enough effect; inconclusive = small, poorly fitted or top-dose-only effect, or another doubt; inactive = no such curve, though single readings can be large; an effect the other way counts as inactive or inconclusive. These rows are one share of the data. The share of hits here may be higher or lower than overall.

Sequence of screens: EPAC2 ag	EPAC1 ag	PLK1 PBD block	IL-2 act	PI5P4Ka inh	EPAC1 antagonist	CCT modulator	WRN inhibitor
[1] COc1ccc(S(=O)(=O)NC2CCCC2)cc1Br
    1%	16%	-5%	-0.9	1	-10%	-2.3	-10%
[2] COc1ccc(S(=O)(=O)Nc2ccc(F)cc2F)cc1C(=O)N1CCOCC1
    0%	-1%	5%	1.1	4	25%	0.9	-2%
[3] CC1=CC(C)(C)N2C(=O)C3(C(C#N)=C(N)Oc4cc(C)oc(=O)c43)c3cc(C)cc1c32 (stereo not given)
    3%	4%	-9%	-1.1	-2	-5%	1.6	8%
[4] CCN(CC)CCCN1CC(=O)N2[C@@H](Cc3c([nH]c4ccccc34)C2(C)C)C1=O
    5%	12%	-7%	-1.0	2	-22%	-2.1	-1%
[5] O=C(Cn1nc(-c2ccccc2Cl)ccc1=O)Nc1ccc(Br)cc1
    9%	-2%	123%[activator]	2.1	3	2%	0.4	1%
[6] O=C(/C=C/c1ccco1)NCCc1ccc(F)cc1
    7%	3%	-29%	0.7	?	-23%	-1.1	-23%
[7] Cc1ccc(S(=O)(=O)N2CCCCC2)cc1NC(=O)CCOc1ccccc1
    -7%	-8%	0%	0.0	-18	17%	-0.6	-34%[57.1 µM]
[8] O=C(c1ccccc1)c1ccc(-n2ccnc2)c([N+](=O)[O-])c1
    -2%	8%	-15%	-0.6	-6	1%	-0.6	1%
[9] Cc1ccc(S(=O)(=O)Nc2ccc(NC(=O)Nc3cccc(C(F)(F)F)c3)cc2)cc1
    -9%	-5%	-2%	-3.8	-17	-22%	0.3	-26%[57.1 µM]
[10] COc1ccc(-n2c(Cc3cccn3C)nnc2SCC(=O)N2CCCc3ccccc32)cc1
    -2%	16%	-8%	1.2	/	6%	-0.1	0%
[11] CC(C)C[C@@H](CN)NC(=O)c1nc[nH]c1C(=O)N[C@@H](Cc1c[nH]c2ccccc12)C(=O)CNC[C@H](C)NC(=O)c1nc[nH]c1C(=O)N[C@@H](CC(=O)O)C(=O)O
    2%	3%	-28%	0.1	-4	1%	-2.6	2%
[12] COc1ccccc1C(=O)N1CCN=C1SC
    -13%	-5%	2%	1.7	1	4%	-0.5	-3%
[13] COc1ccc(C)cc1C1=Nc2ccccc2C1(C)C
    1%	-6%	-4%	0.4	0	1%	1.6	11%
[14] Cc1ccc2c(c1)nnn2C1CCN(C(=O)C23CC4CC(CC(C4)C2)C3)CC1
    0%	4%	0%	0.2	6	-16%	-1.8	-2%
[15] Cc1ccc(S(=O)(=O)/C(C#N)=C/c2c(N3CCN(Cc4ccccc4)CC3)nc3ccccn3c2=O)cc1
    0%	2%	5%	-2.8	2	3%	-0.6	-3%
[16] CCOC(=O)N1C(=O)[C@@](CC)(c2ccccc2)N1C(=O)OCC
    8%	-7%	13µM*	-0.3	-22	-4%	-2.4	-9%
[17] O=Cc1ccc(-c2ccc(F)cc2)o1
    1%	-8%	-6%	-0.5	-3	0%	1.1	-7%
[18] C=CCSc1cc(C)nc2c(-c3ccccc3)c(C)nn12
    2%	6%	-4%	3.4	5	0%	2.5	-13%
[19] CN(C)C1=NCCN1CCC1CCCCC1
    -1%	3%	-1%	0.0	2	18%	-0.9	1%
[20] CCOC(CCNC(=O)c1cn(-c2cccc(C)n2)cn1)OCC
    7%	8%	-4%	-0.3	-8	6%	-2.1	-1%
[21] CCNC(=O)C1(C)CCCN(C(=O)c2cc(-c3cccs3)oc2C)C1 (stereo not given)
    3%	1%	2%	0.3	5	-3%	1.3	0%
[22] COc1ccccc1CNC(=O)C1CCCN(S(=O)(=O)c2cccc3cccnc23)C1 (stereo not given)
    3%	4%	7%	-1.3	0	6%	1.6	-12%
[23] COc1ccc2c(c1)C(c1ccccc1)=NNC(c1ccco1)=N2
    8%	2%	-1%	-2.3	/	-3%	-1.2	-6%
[24] O=C(Nc1ccc(NC(=O)c2ccc([N+](=O)[O-])cc2[N+](=O)[O-])cc1)c1ccco1
    3%	-1%	-11%	-4.8	-6	-18%	-1.6	-33%
[25] CCC(CCCO)CCC[C@H](C)CCC1OCCO1 (stereo not given in full)
    -2%	-15%	-3%	-0.3	8	8%	2.6	3%
[26] CCCCC[C@@H]1CCCCC[C@@H](O)C[C@@H](O)[C@@H](O)/C=C/C(=O)O1
    -5%	-7%	-14%	1.5	6	-18%	0.6	2%
[27] COC(=O)CCCN1C(=O)NC(c2ccc(-c3ccccc3)cc2)C(C(=O)OCc2ccccc2)=C1C (stereo not given)
    13%	1%	-9%	0.7	4	-11%	1.8	-3%
[28] O=C(CCSc1ccccc1)NCCSc1ccccn1
    5%	0%	-1%	-0.1	0	10%	-1.7	-7%
[29] Cc1ccc(-c2noc(CCC(=O)NC3CCCC3)n2)cc1
    7%	4%	-4%	-1.7	-1	-11%	-1.5	-10%
[30] O=c1[nH]c(Nc2ccc3c(c2)OCCO3)nnc1Cc1ccccc1
    4%	4%	?	1.3	-13	-6%	-2.5	-31%

Other structures.
Sequence of screens: EPAC2 ag	EPAC1 ag	PLK1 PBD block	IL-2 act	PI5P4Ka inh	EPAC1 antagonist	CCT modulator	WRN inhibitor
[31] O=C1CC(SCc2nc3ccccc3[nH]2)C(=O)N1c1ccc(F)c(Cl)c1 (stereo not given)
    0%	6%	-12%	-1.4	-5	4%	0.5	-9%
[32] Cn1c(NCc2ccccc2O)nc2ccccc21
    -7%	2%	-1%	0.1	0	0%	-2.4	2%
[33] CCCn1c(=O)c2sccc2n2c(CCCC(=O)NC3CCN(Cc4ccccc4)CC3)nnc12
    7%	5%	-10%	-0.7	-2	-15%	1.2	-7%
[34] Cc1ccc(C(C)C)c(OCc2ccc(-c3nnco3)cc2)c1
    -10%	-8%	-8%	-0.1	30	-6%	-1.5	-6%
[35] CCOc1ccc(NC(=O)CSc2nc(=O)n(Cc3cccnc3)c3c2CCC3)cc1
    -6%	-4%	-17%	-0.1	-2	-10%	0.9	-33%
[36] COc1ccc2occ(C(=O)c3ccc(N)cc3)c2c1
    10%	0%	4%	-1.8	-11	-1%	-0.9	-1%
[37] NC(=O)NC(=O)COC(=O)CCSc1ccccc1
    8%	4%	?	0.1	0	3%	0.6	0%
[38] O=C(C1=C(O)C(=O)N(CCc2ccccc2)C1c1cccnc1)c1ccco1 (stereo not given)
    -3%	-3%	-4%	5.3	-1	1%	-4.4	1%
[39] CCN(CC)CCN1C(=O)c2ccccc2NC1c1ccc(Br)cc1 (stereo not given)
    8%	-7%	-1%	0.8	20	-23%	-7.1	-12%
[40] Cc1cc(C)c(N2C(=O)CC(Sc3ccccc3N)C2=O)c(C)c1 (stereo not given)
    -1%	-8%	?	-2.3	3	-8%	0.0	-4%
[41] O=C(NCc1cc2ccccc2[nH]1)C1CCC(=O)N(CC2CCCCC2)C1 (stereo not given)
    11%	0%	-9%	0.6	-27	5%	-1.3	2%
[42] COc1ccc(/C=C/C(=O)OCC(=O)NC2CCCC2)cc1
    9%	16%	-6%	0.3	-1	4%	-0.6	8%
[43] CN(C)CCNc1nc2sc3c(c2c(=O)n1Cc1ccccc1)CCCCC3
    2%	13%	-10%	-0.4	4	5%	0.9	-3%[57.1 µM]
[44] NS(=O)(=O)c1ccc2nc(NC(=O)Nc3ccc(F)cc3)sc2c1
    4%	4%	7%	0.2	-13	-2%	1.1	-34%
[45] COc1cccc(-n2c(SCC(=O)NC3CC3)nc3ccccc3c2=O)c1
    4%	3%	-12%	-2.3	-19	1%	-1.8	6%
[46] O=C(NCc1ccccc1)c1ccc2c(=O)n3c(nc2c1)CCCCC3
    6%	11%	6%	-0.2	10	1%	-2.6	-12%
[47] CC(C(=O)N1c2ccccc2CC1C)N1CCN(S(=O)(=O)c2ccccc2F)CC1 (stereo not given)
    13%	-9%	-1%	0.1	3	12%	0.4	8%
[48] COc1ccc(CC(NC(C)=O)C(=O)NC2CCN(C(=O)NCc3ccccc3)CC2)cc1 (stereo not given)
    -1%	7%	-11%	-3.7	/	11%	-1.2	1%
[49] Cc1ccc(CNC(=O)CCCc2cn(C)c3ccccc23)cc1
    -6%	-16%	0%	3.3	2	-3%	0.2	3%
[50] Cn1cnnc1SCc1ccc(C(=O)N/N=C/c2cccs2)cc1
    9%	9%	-18%	0.3	-7	-9%	-1.3	0%
[51] CC(C)c1nc(SCC(=O)Nc2c[nH]c(=O)[nH]c2=O)c2cnn(-c3ccccc3)c2n1
    2%	7%	-11%	0.2	0	-21%	-0.2	-19%
[52] COc1ccc2c(COC(=O)c3ccc(C)c(S(=O)(=O)N4CCOCC4)c3)cc(=O)oc2c1
    1%	-2%	-1%	-0.1	7	-14%	-2.6	-22%
[53] COc1cc2c(C(=O)N3CCN(c4ccccc4F)CC3)cn(C)c(=O)c2cc1OC
    7%	9%	-3%	-0.6	1	5%	0.7	2%
[54] Cn1cccc1C(=O)OCc1ccc(F)cc1
    5%	6%	-5%	-4.0	14	12%	-0.8	-8%
[55] Cc1cs/c(=N/C(=S)Nc2ccccc2)n1C
    -6%	8%	-2%	-0.1	0	10%	-2.5	-2%
[56] O=C(Nc1cc(Cl)cc(Cl)c1)C1C2C=CC3(O2)C1C(=O)N(CCCN1CCOCC1)C3C(=O)NC1CCCCC1 (stereo not given)
    9%	-2%	1%	0.1	0	16%	-0.1	2%[57.1 µM]
[57] Cc1cccnc1NC(=O)C1COc2ccccc2O1 (stereo not given)
    5%	8%	3%	1.3	0	-1%	-3.5	-6%
[58] N#Cc1cc[n+](CC(=O)c2ccc(NC(=O)c3ccccc3)cc2)cc1
    13%	4%	-4%	-0.3	?	-18%	0.8	-4%
[59] CCCCCCCCCCCCCCCCCCNc1ccn(C2OC(COP(=O)(O)OCC3OC(n4cc(F)c(=O)[nH]c4=O)CC3O)C(O)C2O)c(=O)n1 (stereo not given)
    9%	-35%[inhibitor]	27µM*	-0.4	-69*	22µM*	0.5	40µM*
[60] CCCCCCCC(=O)OCC(=O)[C@@]1(O)CC[C@H]2[C@@H]3CCC4=CC(=O)CC[C@]4(C)[C@H]3[C@@H](O)C[C@@]21C
    -6%	-12%	-3%	-0.1	12	-19%	0.7	-10%
[61] Cc1cccc(OCCCn2c(=O)oc3ccc(C)cc32)c1
    -2%	4%	-7%	-0.6	6	-28%	-5.1	-6%
[62] Cc1ccc2nc3n(c2c1)CCCN3
    -2%	-20%	-15%	-0.5	2	-21%	1.9	-13%
